Source: PubChem
CSN inh: blocks human CSN-mediated cullin deneddylation. Q92905. Purified CSN, SCF-Nedd8-OG deneddylation, fluorescence polarization. inhibition, % at 12.5 µM. hit rate 0.38% among 360,000. AID 651999;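 active means pattern-corrected inhibition above about 35%, with an unprinted fluorescence ratio check between 0.5 and 1.5, limit read from the data, passing the limit was not always enough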;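 further: 0% = enzyme with substrate and 100% = substrate without enzyme; some results filed as inactive read as strong as hits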
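Assay system: purified human Csn5 enzyme expressed in HEK293T cells; Input: 0.24 nM Csn5 enzyme, final concentration; Reagent: 10 nM SCFSkp2-Nedd8OG; Compound dosing: 12.5 µM single point; Times: reaction 90 min, room temperature; Technique: fluorescence polarization readout.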
NadD inh: blocks S. aureus nicotinate mononucleotide adenylyltransferase; purified NadD enzyme, colorimetric absorbance read-out; inhibition, % at 20 µM; hit rate 0.78% among 360,000; AID 602399; in the data active means inhibition above about 26%; further: some compounds past the cut are filed as inactive
MT1-MMP act inh: blocks activation of human MT1-MMP | P50281 | HT1080 RFP-PRO-GFP cells, GFP/RFP ratio fluorescence, overnight; percent of plate control window, DMSO zero | GFP/RFP ratio change, % at 20 µM | hit rate 0.061% among 360,000 | AID 651647;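 active means GFP/RFP ratio change of at least 30% with cell ATP level not reduced by more than half and red fluorescence within 50% of control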; further: strong numbers were not always called active
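Read-out: GFP/RFP fluorescence ratio; Test system: RFP-PRO-GFP reporter HT1080 cells; Compound dosing: single-point 20 µM compound, 1% DMSO; Times: overnight compound exposure at 37 °C.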
Rpn11 inh: Rpn11 (human) deubiquitinase inhibition. O00487. human 26S proteasome, Ub4-pepOG fluorescence polarization; 20S core pre-blocked with epoxomicin. calls only at 20 µM. hit rate 0.59% among 360,000. AID 588493;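 active means inhibition at 20 µM, scaled to each plate's controls, above about 33%, limit read from the data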
Target sequence (O00487 whole entry, looked up): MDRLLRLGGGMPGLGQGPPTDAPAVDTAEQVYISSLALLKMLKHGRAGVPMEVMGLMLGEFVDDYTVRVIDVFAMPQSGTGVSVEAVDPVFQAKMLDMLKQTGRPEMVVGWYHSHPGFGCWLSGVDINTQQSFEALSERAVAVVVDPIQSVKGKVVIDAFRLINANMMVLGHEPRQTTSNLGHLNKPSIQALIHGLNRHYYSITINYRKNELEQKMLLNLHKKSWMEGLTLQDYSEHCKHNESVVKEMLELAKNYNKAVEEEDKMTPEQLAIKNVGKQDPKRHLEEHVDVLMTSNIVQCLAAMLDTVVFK
Rin1-Abl PPI inh: human Rin1-Abl interaction inhibition; hit rate 0.4% among 360,000; inhibition, % at 7.35 µM; TR-FRET Rin1/Abl binding, biochemical; P00519+Q13671; in the data active means inhibition above about 5%, passing the limit was not always enough
SKN-1 inh: blocks SKN-1 activity in C. elegans; inhibition, % at 21.8 µM; hit rate 0.49% among 360,000; C. elegans VP596 Pgst-4::GFP/RFP ratio, acrylamide-induced, 24 h;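 active means interference check ratio from 0.5 to 1.5 plus GFP to RFP signal ratio inhibition reaching or exceeding a fixed threshold, cut at about 30% in these data, passing the limit was not always enough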; further: some compounds called inactive have numbers as strong as hits
Neddylation inh: blocks human cullin neddylation; P61081+Q13564; TR-FRET cullin neddylation, biochemical; calls only at 25 µM; hit rate 0.58% among 360,000; AID 651699; in the data active means inhibition above about 36%
Target sequence (P61081 whole entry, looked up): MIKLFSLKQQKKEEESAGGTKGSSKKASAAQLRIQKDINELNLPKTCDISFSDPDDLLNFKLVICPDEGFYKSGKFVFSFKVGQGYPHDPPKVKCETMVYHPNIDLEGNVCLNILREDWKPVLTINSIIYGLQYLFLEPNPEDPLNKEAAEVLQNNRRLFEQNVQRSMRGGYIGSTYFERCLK
Target sequence (Q13564 whole entry, looked up): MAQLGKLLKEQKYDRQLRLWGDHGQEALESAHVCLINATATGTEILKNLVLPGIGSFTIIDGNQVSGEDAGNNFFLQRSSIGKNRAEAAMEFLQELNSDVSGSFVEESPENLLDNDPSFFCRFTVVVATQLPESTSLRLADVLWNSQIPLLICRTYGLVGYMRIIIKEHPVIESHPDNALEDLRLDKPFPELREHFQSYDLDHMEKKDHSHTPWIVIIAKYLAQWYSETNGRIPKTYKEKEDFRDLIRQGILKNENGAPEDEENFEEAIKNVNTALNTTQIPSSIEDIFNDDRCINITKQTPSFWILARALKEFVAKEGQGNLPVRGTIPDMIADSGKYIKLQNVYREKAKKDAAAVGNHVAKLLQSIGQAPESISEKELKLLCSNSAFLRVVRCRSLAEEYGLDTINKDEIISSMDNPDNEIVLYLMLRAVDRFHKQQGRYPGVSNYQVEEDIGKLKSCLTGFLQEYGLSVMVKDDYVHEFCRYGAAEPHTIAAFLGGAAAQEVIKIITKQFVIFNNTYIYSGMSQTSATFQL
FAS TE block: inhibitors of human fatty acid synthase thioesterase domain; P49327; inhibition, % at 15 µM; recombinant FAS-TE, OMFH fluorogenic substrate, fluorescence endpoint; AID 602261; hit rate 0.67% among 360,000;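 active means compounds whose normalised, plate-corrected inhibition of enzyme fluorescence in the single-dose primary screen is 50% or more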;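 further: 0% = DMSO with enzyme and 100% = substrate without enzyme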
MLLE-PAM2 inh: blocks PAM2 peptide binding to the PABP1 MLLE domain. P11940. GST-MLLE / FITC-PAM2 fluorescence polarization. inhibition, % at 20 µM. hit rate 0.36% among 360,000. AID 588489; in the data active means inhibition above about 35%, passing the limit was not always enough;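 further: plate controls were DMSO wells with GST-MLLE for no effect and wells lacking GST-MLLE protein for full effect; some results filed as inactive read as strong as hits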
* marks the source's active call; other numbers are inactive results; i = inactive; / = not tested or not shown; + = active, no number. Compounds were not picked by outcome. About 3.9% of those tested had a hit in this group.

SMILES	CSN inh	NadD inh	MT1-MMP act inh	Rpn11 inh	Rin1-Abl PPI inh	SKN-1 inh	Neddylation inh	FAS TE block	MLLE-PAM2 inh
Cc1ccc(C23CCC(=O)N2C(C(=O)O)CS3)c(C)c1 (configuration not stated)	-2	2	1	i	1	8	i	-7	13
O=S(=O)(Nc1ccc(-c2ccc(N3CCOCC3)nn2)cc1)c1cc(Cl)ccc1Cl	-2	13	-6	i	-1	17	i	2	5
Cc1ccc2nc(N(CCCN(C)C)C(=O)c3cc4ccccc4oc3=O)sc2c1	-3	-7	6	i	1	10	i	-8	15
COc1ccc(C(=O)NC(Nc2ccccc2)C(Cl)(Cl)Cl)cc1 (configuration not stated)	-2	-6	2	i	3	8	i	19	6
COc1ccc(CN2CCOCC2)cc1OC	-6	-2	0	i	-1	0	i	-10	0
CCCCCC(=O)Nc1c(-c2cccs2)c(=O)c2ccccc2n1C	0	-5	-2	i	-3	-12	i	-9	5
Cc1c(/N=C/c2ccco2)n(Cc2ccccc2)c2ccccc12	8	3	1	i	1	1	i	21	0
COc1cc(C2CC(=O)C3=C(C2)Nc2ncnn2C3c2cccs2)cc(OC)c1OC (configuration not stated)	3	-5	6	i	-1	0	i	-3	-4
O=C(COc1ccccc1)N/N=C/c1ccc(O[C@@H]2O[C@H](CO)[C@@H](O)[C@H](O)[C@H]2O)cc1	-7	-4	5	i	-4	6	i	-9	5
COc1ccc(C(CC(=O)N2CCOCC2)C(C)C)cc1 (configuration not stated)	1	-6	9	i	-2	15	i	-7	2
O=C(O)C1CC=CCC1C(=O)NCc1ccc2c(c1)OCO2 (configuration not stated)	-2	6	1	i	-3	33	i	-1	1
Cc1ccc(NCC(=O)N/N=C/c2cc3ccccc3nc2Cl)cc1	-21	24	-17	i	0	18	i	-6	32
COc1ccc(CCNC(=O)COC(=O)c2ccc(OC)cc2OC)cc1	-5	-3	1	i	0	2	i	1	5
CCCCOc1ccc(C(=O)N2CCN(c3ccc(N4CCOCC4)nn3)CC2)cc1	3	4	-6	i	-2	15	+	-2	-3
COC1(c2ccccc2)NC(=S)NN=C1c1ccccc1 (configuration not stated)	2	20	1	i	-5	13	i	-3	-1
CCC(C(=O)Nc1ccsc1C(=O)OC)c1ccccc1 (configuration not stated)	-1	-2	-8	i	-5	14	i	28	2
CCCCNC(=O)NNc1nc(Cl)cc(C)c1C#N	7	-1	-3	i	1	-12	i	4	-1
COCCNc1cc(NCCOC)c([N+](=O)[O-])cc1[N+](=O)[O-]	6	3	4	i	0	5	i	-4	-12
CSc1ccc(CCNS(=O)(=O)c2ccc3c(c2)C(C)(C)C(=O)N3C)cc1	3	-8	2	i	-1	12	i	5	1
CCOC(=O)Cc1nnc(NC(=O)C23CC4CC(CC(C4)C2)C3)s1	-6	-2	0	i	0	1	i	1	-7
Cc1cc(C)n2cc(CSc3nc4ccccc4[nH]3)nc2n1	0	-2	-1	i	-6	-4	i	-7	-16
Cc1ccc(F)cc1N=Cc1c(O)c2ccccc2oc1=O	-2	-3	-5	i	-1	5	i	-1	-14
CCSc1nnc2ccc(-c3ccco3)nn12	0	7	3	i	-2	2	i	-2	-2
Cc1nc2ccc(C(=O)Nc3ccc4nc[nH]c4c3)cc2[nH]1	6	-7	2	i	1	12	i	-6	-9
COC(=O)[C@@H](c1ccccc1)N(C)S(=O)(=O)c1cccc(S(=O)(=O)N(C)[C@@H](C(=O)OC)c2ccccc2)c1	-3	-20	11	i	-1	-1	i	53*	-6
CCc1nnc(NC(=O)c2cccnc2)s1	3	-1	0	i	-2	12	i	-6	15
CC(NC(=O)CC1Nc2ccccc2NC1=O)c1ccccc1 (configuration not stated)	1	5	-1	i	0	21	i	-8	-23
CCOP(=O)(Nc1ccc2oc(=O)c3ccccc3c2c1)OCC	-2	-5	1	i	-1	14	i	-2	-10
Cc1cccc(-n2c(O)c(C=Nc3cccc(O)c3)c3ccccc3c2=O)n1	2	2	-6	i	-5	6	i	-3	-1
O=C(NCc1ccc(F)cc1)c1cccc2c1C(=O)c1ccc(N3CCC(Cc4ccccc4)CC3)cc1S2(=O)=O	-74	16	-147	i	-1	-5	i	-138	127
Cc1cc2nnc(SCC(=O)N(C)C3CCS(=O)(=O)C3)n2c2ccccc12 (configuration not stated)	-5	-4	-5	i	3	-1	i	0	-58
COc1ccc(N=C2C(=O)Nc3c(C)cccc32)cc1	3	4	0	i	-8	3	i	-5	-13
O=C(CSc1nnc2c(n1)[nH]c1ccccc12)Nc1ccc(S(=O)(=O)Nc2ncccn2)cc1	10	12	2	i	7	8	i	-5	-31
CCCCn1nnnc1C(c1ccccc1)N1CCCN(Cc2ccc(F)cc2)CC1 (configuration not stated)	1	-10	6	/	/	10	i	2	/
CCOc1ccc(Cl)cc1CSc1n[nH]c(C)n1	-3	-9	-4	i	2	-1	i	-3	-4
CCc1ccccc1NC(=O)CN(C)C(=O)CSc1nnc(Nc2cccc(C)c2C)s1	-2	1	2	i	-2	3	i	-3	-23
CCNC(=S)NNC(=O)c1ccncc1	0	-11	2	i	2	-10	i	-6	13
CCOc1ccccc1OC(C)C(=O)Nc1ccc(S(=O)(=O)N2CCCC2)cc1 (configuration not stated)	9	-7	-1	i	-6	-9	i	10	-8
O=C(C1CC1)N1CCc2cc(S(=O)(=O)NCCC3=CCCCC3)ccc21	-3	4	5	i	-1	-10	i	13	1
CN(C)C(=S)Oc1ccccc1C1SCCS1	1	-4	0	i	-4	25	i	-2	5
O=C(CSc1nnc(-c2ccncc2)n1-c1ccccc1)Nc1ccc(C(=O)O)cc1	0	2	-1	i	4	-9	i	-4	14
CC1=C(C(=O)N(C(C)C)C(C)C)CC(CC(=O)NCCc2ccccn2)C(=O)N1Cc1ccc(C(C)(C)C)cc1 (configuration not stated)	0	5	1	i	2	-11	i	2	-1
O=C(CN1C2CCCC1CC(NC(=O)c1ccccc1)C2)Nc1nccs1 (configuration not stated)	2	3	5	i	3	-18	i	-5	-4
CCOC(=O)c1cc(C)sc1/N=C/C1C(=O)CC(C)(C)CC1=O	3	-2	7	i	-1	-12	i	-7	26
CN(C)c1nc(-c2ccccc2)nc(-c2ccc(Cl)cc2)c1C#N	-7	-1	-8	i	-5	-1	i	19	1
CCOC(=O)Cn1c(CN(Cc2ccccc2)Cc2ccccc2)nc2c1c(=O)[nH]c(=O)n2C	11	-3	-8	i	1	-4	i	5	9
COc1ccc(CCNC(=O)Nc2nc(CN)cs2)cc1OC	-8	2	-1	i	-5	-3	i	-9	3
COc1ccccc1OCc1nc(Cc2ccc(Cl)cc2)no1	-2	-7	0	i	1	-11	i	20	-3
Cc1nn(-c2cccc(C(F)(F)F)c2)c(=O)c2noc(C)c12	3	-6	-3	i	-1	0	i	6	13
O=C(Cn1c(C(F)(F)F)nc2ccccc21)NCCN1CCCC1	3	-10	2	i	0	20	i	-7	3
N#CC1(Nc2ccc3c4c(cccc24)CC3)CCCCC1	4	3	/	i	-4	9	/	0	-10
CCc1ccc2[nH]c(=O)c(CN(CCN3CCOCC3)C(=O)Nc3ccccc3F)cc2c1	-5	4	6	i	-1	-12	i	-4	3
CC(C)Cc1ccc(CN2CCCC(NC(=O)CSc3nncn3C)C2)cc1 (configuration not stated)	-4	-3	0	i	-1	-5	i	-5	0
Cc1ccc2[nH]c(=O)c(C(c3nnnn3CC3CCCO3)N3CCCc4ccccc43)cc2c1 (configuration not stated)	3	5	-6	i	-5	0	i	-10	30
CN(C)C(=O)c1ccc(Nc2ncnc3sc4c(c23)CCCCC4)cc1	6	-1	1	i	2	1	i	-9	3
Cc1ccc(-c2cc(C(=O)N/N=C/c3ccoc3)c3ccccc3n2)cc1	1	14	1	i	1	18	i	4	0
CC(C)C(C(=O)NCC1CCCO1)N(C(=O)CNS(=O)(=O)c1ccccc1)c1ccc(F)cc1 (configuration not stated)	-3	-4	2	i	1	19	i	-3	17
CCn1c(C(O)c2cccc(OC)c2OC)nc2ccccc21 (configuration not stated)	-7	-7	-1	i	1	11	i	-6	0
CCN(CC)C(=O)COC(=O)C1=NN(c2cc(C)ccc2C)C(=O)CC1	1	-13	3	i	-1	-8	i	-2	7
CNC(=O)/C=C1\NC(C)(C)Cc2c1ccc1ccccc21	-3	4	-2	i	-2	-1	i	0	9
Further structures follow.
SMILES	CSN inh	NadD inh	MT1-MMP act inh	Rpn11 inh	Rin1-Abl PPI inh	SKN-1 inh	Neddylation inh	FAS TE block	MLLE-PAM2 inh
CC1CCCC(C)N1C(=O)COC(=O)c1ccc[nH]c1=O (configuration not stated)	0	-3	-1	i	1	15	i	-9	-5
CNC(=O)c1ccc(CNC(=O)OCC(F)(F)F)cc1	1	-5	5	i	-2	-5	i	-10	-4
CN=C1S/C(=C\c2ccc(N3CCOCC3)c(F)c2)C(=O)N1C	4	0	2	i	2	7	i	-6	-1
C/C(=N\NC(=O)c1ccc(Cl)cc1)c1ccccn1	4	-3	9	i	-1	2	i	6	4
COc1ccc(N)cc1S(=O)(=O)Nc1ccccc1Cl	-2	-6	0	i	0	-5	i	-2	7
CCn1c(-c2cc(-c3cc(C)ccc3C)nc3ccccc23)n[nH]c1=S	-16	3	0	i	1	1	i	-1	-140
Cc1ccc(NC(=O)COC(=O)CNC(=O)c2cccs2)cc1S(=O)(=O)N1CCOCC1	-5	0	1	i	0	7	i	0	-2
COc1cc(/C=N/n2cnc3scc(-c4cccs4)c3c2=O)cc(OC)c1OC	1	-8	-1	i	-2	-3	i	6	8
Cc1cc2oc(=O)cc(Cn3ccnc3)c2cc1O	-4	-3	-1	i	-2	-11	i	-6	-3
C=CCC(c1ccccc1F)N(CCN1CCOCC1)C(=O)Nc1cccc(Cl)c1 (configuration not stated)	2	-3	1	i	4	2	i	14	8
CCOC(=O)c1c(N)sc(C(=O)N2CCCC2)c1C	2	-3	-1	i	-5	3	i	-4	-11
COC(=O)c1cc(NC(=O)CN(C)Cc2ccccc2)cc(C(=O)OC)c1	-2	-8	-3	i	-4	4	/	3	-31
Cc1ccn2c(Nc3ccc4c(c3)OCO4)c(-c3ccccn3)nc2c1	-4	9	-1	i	-6	15	i	7	-4
Cc1onc(-c2ccccc2)c1C(=O)Nc1ccc(N2CCOCC2)cc1	3	-1	3	i	2	8	i	-4	-3
Fc1cccc2sc(N3CCCCC3)nc12	-2	-2	2	i	3	20	i	-4	4
O=C(NC(=S)NCCC1=CCCCC1)c1ccccc1Br	1	7	-10	i	-2	9	i	25	45*
Cc1cc(C)n(-c2nc3c(c(=O)n(C)c(=O)n3C)n2C)n1	0	1	-1	i	3	-3	i	-6	6
